Screening data deposited in PubChem by several laboratories.
HUVEC prolif 384: inhibitors of HUVEC proliferation, primary screen, cell-based, 384-well | AID 648, 2007 | viability, % at 10 µM (by protocol) | 86,000 tested, 1.1% active | CellTiter-Glo luminescence, 72 h; stronger effect = lower value;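 active means viability at or below 30%; inactive means viability above 30%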;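 further: 100% = median luminescence of DMSO-only cell control wells on each plate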
VCAM1 TNFa inh: inhibitors of TNFa-induced VCAM1 expression, primary screen, imaging, HUVEC, TNFa stimulus, immunofluorescence; HUVEC TNFa-induced VCAM-1 immunofluorescence, high-content imaging; inhibition, % at 2 µM; 95,000 tested, 0.48% active; AID 802, 2007;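 active means inhibition above the batch mean plus 3 SD, with images confirmed as a hit by eye, cut at about 37% in these data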;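 further: 0% = TNF-stimulated DMSO wells and 100% = unstimulated control wells; not every result past the cut was called active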
HUVEC tox TNFa: cytotoxicity in TNFa-stimulated HUVEC, primary screen, cytotoxicity control for VCAM1 expression modulator project, imaging, Hoechst nuclei count; HUVEC TNFalpha-stimulated, Hoechst cell count; cell count reduction, % at 2 µM; 93,000 tested, 0.17% active;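 active means cell count reduction exceeding the screen mean by over 5 SD, scaled to untreated wells per plate, cut at about 78% in these data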;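 further: cells counted after 24 h of TNF alpha exposure following the 1 h pretreatment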
IL1B cytotox: cytotoxicity in IL-1B stimulated HUVEC, primary screen, cytotoxicity control for IL-1B NFkB translocation project, imaging, Hoechst nuclear count, IL-1B stimulus; cell count reduction, % at 2 µM; AID 845, 2007; HUVEC cell count loss; 94,000 tested, 0.41% active;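 active means cell count reduction more than 3 SD above the screen-wide mean, cut at about 70% in these data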;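 further: normalized per plate to untreated control cells as the no-loss baseline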
Smad3 FoxH1 inh: Smad3/FoxH1 peptide binding inhibitors, primary screen, biochemical, TR-FRET | TR-FRET Smad3/Dy647-FoxH1 peptide binding, europium anti-His | 88,000 tested, 0.29% active | Mothers against decapentaplegic homolog 3 (Homo sapiens), P84022 | inhibition, % at 25 µM;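 active means compounds that reduce the energy-transfer binding signal between the protein and its labelled peptide by more than half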;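 further: 0% = Smad3 plus labelled peptide maximal FRET and 100% = peptide-only background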
PTK2B oligo ant: antagonists of Pyk2 self-association, primary screen, Q293 cells, FERM NanoBiT luminescence, HTS. Protein-tyrosine kinase 2-beta (Homo sapiens), Q14289. stronger effect = lower value. z-score (the deposit names both 25 µM and 10 µM). 99,000 tested, 0.83% active. AID 1347419, 2020;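 active means Z-score of -3 or lower, scaled per plate to the spread of control and sample wells; inactive means z-score above -3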;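 further: negative z-score means lost luminescence so less FERM oligomerization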
Target sequence (Q14289 whole entry, looked up): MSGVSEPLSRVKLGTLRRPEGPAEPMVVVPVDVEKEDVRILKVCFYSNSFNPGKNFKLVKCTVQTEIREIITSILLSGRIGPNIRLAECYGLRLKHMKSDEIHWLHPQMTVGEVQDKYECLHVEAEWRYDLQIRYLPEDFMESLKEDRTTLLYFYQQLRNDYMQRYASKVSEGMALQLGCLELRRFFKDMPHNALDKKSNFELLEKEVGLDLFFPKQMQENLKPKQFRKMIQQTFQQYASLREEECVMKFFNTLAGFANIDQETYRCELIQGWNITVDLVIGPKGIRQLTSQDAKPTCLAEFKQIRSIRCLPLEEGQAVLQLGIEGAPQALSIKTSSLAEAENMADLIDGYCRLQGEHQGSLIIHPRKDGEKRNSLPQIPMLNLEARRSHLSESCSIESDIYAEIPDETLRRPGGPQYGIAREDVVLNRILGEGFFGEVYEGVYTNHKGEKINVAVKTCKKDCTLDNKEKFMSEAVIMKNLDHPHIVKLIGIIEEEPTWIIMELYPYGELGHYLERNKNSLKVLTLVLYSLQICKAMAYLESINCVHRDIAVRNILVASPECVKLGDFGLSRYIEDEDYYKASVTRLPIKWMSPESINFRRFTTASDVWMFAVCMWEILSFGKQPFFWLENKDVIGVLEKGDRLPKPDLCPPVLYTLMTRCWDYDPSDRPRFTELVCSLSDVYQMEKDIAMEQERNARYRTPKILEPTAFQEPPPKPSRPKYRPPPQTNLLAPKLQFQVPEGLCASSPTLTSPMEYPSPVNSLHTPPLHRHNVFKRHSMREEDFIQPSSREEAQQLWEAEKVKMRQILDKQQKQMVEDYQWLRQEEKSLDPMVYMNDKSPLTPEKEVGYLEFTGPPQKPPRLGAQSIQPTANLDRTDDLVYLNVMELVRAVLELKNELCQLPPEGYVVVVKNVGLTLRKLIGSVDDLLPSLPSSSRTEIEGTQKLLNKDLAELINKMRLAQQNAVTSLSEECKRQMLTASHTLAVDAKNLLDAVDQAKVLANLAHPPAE
Lung fibro prol: antiproliferative effect on LL 47 fibroblasts – human, LL 47 cells, CellTiter-Glo luminescence, primary screen | LL 47 human lung fibroblast viability, ATP luminescence; stronger effect = lower value | viability, % at 10 µM | 85,000 tested, 1.1% active | AID 719, 2007;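 active means viability at or below 50% in the single dose screen; inactive means viability above 50%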;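 further: compound exposure lasted 72 h before the ATP readout; 100% = median luminescence of untreated cell-only wells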
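Assay system: human lung fibroblast line LL 47, low passage. Input: 1,150 fibroblasts seeded per well. Times: overnight cell rest, 72 h compound treatment at 37 °C. Evaluation: % viability of median cell-only signal. Technique: luminescent ATP detection, CellTiter-Glo. Control set: cell-only wells, no compound.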
H69AR inhibit: proliferation blockers of H69AR lung cancer cells, primary screen, cell-based, human, 86K library. H69AR lung tumor viability, ATP luminescence, 72 h; stronger effect = lower value. viability, % at 10 µM. 85,000 tested, 6% active. AID 598, 2007;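 active means viability at or below 40%; inactive means viability above 40%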;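 further: multidrug resistant small cell line overexpressing MRP-1 efflux transporter; 100% = mean luminescence of untreated control wells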
cytoskel mod: modifiers of F-actin cytoskeleton organization, primary screen, imaging, HUVEC, phalloidin staining, high-content imaging. 91,000 tested, 0.18% active. inhibition, % at 2 µM. AID 836, 2007. HUVEC TNFa F-actin phalloidin imaging;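 active means inhibition above the batch mean plus 3 SD and confirmed as a hit by visual image inspection, cut at about 30% in these data, passing the limit was not always enough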; further: strong numbers were not always called active
* marks the source's active call; other numbers are inactive results; nt = not tested or not shown; [ ] = remark or other dose. Only part of the results is shown (hit frequency here may not be typical).

[1] Cc1ccc(C(=O)c2coc3ccc(OCC(=O)O)cc23)cc1
[2] CCOc1ccc(-c2csc(C3COc4ccccc4O3)n2)cc1 (stereo not drawn)
[3] CCC/C(=N/NC(=O)c1csc(C)c1C)c1ccc(Cl)s1
[4] C=CCc1ccc(OCCOc2cccc3ccc(C)nc23)c(OC)c1
[5] O=c1[nH]cnc2c1nc(SCc1ccccc1)n2C1OC(CO)C(O)C1O (stereo not drawn)
[6] COc1cccc(C(=O)O/N=C(\N)c2ccc([N+](=O)[O-])cc2)c1

Compound,1,2,3,4,5,6
HUVEC prolif 384,107,nt,nt,nt,101,nt
VCAM1 TNFa inh,15,-9,-1,-14,-3,6
HUVEC tox TNFa,-1,3,-4,-3,1,-2
IL1B cytotox,-11,-17,2,0,10,12
Smad3 FoxH1 inh,1,nt,nt,nt,-7,nt
PTK2B oligo ant,0.65,-0.26,0.17,-1.3,0.29,1.1
Lung fibro prol,100,nt,nt,nt,98,nt
H69AR inhibit,84,nt,nt,nt,100,nt
cytoskel mod,-12,-12,1,-11,-11,2

[7] O=C(OCc1cnc(Cl)s1)c1cccc(Cl)c1
[8] CCS(=O)(=O)n1nc(C(=O)N2CCOCC2)nc1N
[9] COc1cccc(NC(=S)N(CCc2nc3cc(C)c(C)cc3[nH]2)Cc2cccnc2)c1
[10] CCOC(=O)Cn1c(=O)oc2cc(S(=O)(=O)Nc3cc(OCC)ccc3OCC)ccc21
[11] Cc1ccccc1N(C(=O)c1cccs1)c1nc2ccccc2s1
[12] O=C(/C=C/c1ccccc1)N/C(=C/c1ccccc1)C(=O)NCCO

Compound,7,8,9,10,11,12
HUVEC prolif 384,nt,99,nt,100,nt,nt
VCAM1 TNFa inh,-8,nt,4,14,9,8
HUVEC tox TNFa,16,nt,-1,-15,-16,-3
IL1B cytotox,40,nt,-58,9,-16,-52
Smad3 FoxH1 inh,nt,0,nt,2,nt,nt
PTK2B oligo ant,1.4,0.16,-1.5,-1.1,-2,-0.23
Lung fibro prol,nt,103,nt,97,nt,nt
H69AR inhibit,nt,99,nt,110,nt,nt
cytoskel mod,-6,nt,6,-5,14,1

[13] COc1ccc(CNC(=O)Cn2cnc3c(=O)n(C)c(=O)n(C)c32)cc1
[14] O=C(Oc1cccc(Oc2ccccc2)c1)N1CCOCC1
[15] O=C(NC(=S)Nc1cc(C(F)(F)F)ccc1Cl)c1ccccc1
[16] COc1ccccc1OC1=NS(=O)(=O)c2ccccc21
[17] O=C1C=C(N2CCN(C3=CC(=O)CCC3)CC2)CCC1
[18] O=C(NCc1ccccc1Cl)C1CCN(S(=O)(=O)N2CCCCC2)CC1

Compound,13,14,15,16,17,18
HUVEC prolif 384,102,103,nt,94,99,96
VCAM1 TNFa inh,-5,nt,0,4,nt,-6
HUVEC tox TNFa,2,nt,-31,0,nt,-1
IL1B cytotox,-18,-12,1,3,nt,-7
Smad3 FoxH1 inh,3,-7,nt,16,12,-4
PTK2B oligo ant,0.13,-0.2,-1,0.48,0.41,1.4
Lung fibro prol,95,105,nt,76,107,nt
H69AR inhibit,90,104,nt,77,100,100
cytoskel mod,-1,nt,16,-12,nt,18

[19] COc1ccc(-n2cnnc2SCC(=O)c2ccc(S(=O)(=O)N3CCOCC3)cc2)cc1
[20] O=C(O)Cc1sc(-c2ccccc2)nc1-c1ccccc1
[21] COc1ccccc1N1CCN(Cc2nc3ccccc3c(=O)n2CC(C)=O)CC1
[22] Cc1noc(C)c1CSc1nc2sc(C)c(C)c2c(=O)n1-c1ccccc1
[23] Cc1ccc(C(=O)N2CC(C)OC(C)C2)c(Cl)c1 (stereo not drawn)
[24] CCSc1nc2cc(OC)c(OC)cc2c(=O)n1CCc1ccccc1

Compound,19,20,21,22,23,24
HUVEC prolif 384,92,nt,103,69,104,72
VCAM1 TNFa inh,nt,-9,nt,-6,1,-13
HUVEC tox TNFa,nt,-1,nt,10,-17,-16
IL1B cytotox,nt,-15,nt,-2,-25,-17
Smad3 FoxH1 inh,7,nt,-1,1,14[fluorescence artefact?],-1
PTK2B oligo ant,0.59,-0.03,2.9,-0.66,0.15,0.48
Lung fibro prol,94,nt,101,85,103,92
H69AR inhibit,81,nt,85,59,102,42
cytoskel mod,nt,-1,nt,3,6,2

[25] CC(=O)Nc1ccc(-n2c(C)c(C(C)=O)c(C(C)=O)c2C)cc1
[26] CCCS(=O)(=O)c1c(S(=O)(=O)CCC)c2cnccn2c1C(=O)c1ccc(Cl)cc1
[27] O=C(CP(=O)(c1ccccc1)c1ccccc1)N1CCCCC1
[28] CCC(C)NCCOc1ccc(Br)cc1 (stereo not drawn)
[29] CC1CCc2c(sc3c2C2=NS(=O)(=O)CCN2C=N3)C1 (stereo not drawn)
[30] COc1ccc(OC)c(C2CC(=O)N3CN(c4ccccc4F)CSC3=C2C#N)c1 (stereo not drawn)

Compound,25,26,27,28,29,30
HUVEC prolif 384,93,92,95,96,93,91
VCAM1 TNFa inh,nt,6,-15,-21,17,5
HUVEC tox TNFa,nt,7,-23,-11,-4,-2
IL1B cytotox,nt,-2,-8,0,1,-2
Smad3 FoxH1 inh,5,-5,-6,-28,-7,9
PTK2B oligo ant,0.88,-0.99,0.99,-0.08,1.6,nt
Lung fibro prol,97,84,104,102,98,104
H69AR inhibit,97,92,91,79,88,96
cytoskel mod,nt,0,13,nt,-11,6

[31] COC(=O)c1c(-c2ccccc2)csc1N
[32] CCOC(=O)C1=C(C)NC(C)=C(C(=O)OCC)C1C(=O)O
[33] O=C(CSC(=S)N1CCCCC1)N1N=CCC1c1ccccc1 (stereo not drawn)
[34] O=C(Nc1ccccc1F)C1CCCN(S(=O)(=O)c2cccc3cccnc23)C1 (stereo not drawn)
[35] Cc1cc(C)nc(SCC(=O)c2cc3ccccc3oc2=O)n1
[36] CCCNC(=O)Cn1cnc2sc(C(=O)Nc3ccc4c(c3)OCO4)c(C)c2c1=O

Compound,31,32,33,34,35,36
HUVEC prolif 384,91,82,113,100,81,nt
VCAM1 TNFa inh,8,5,11,-5,-2,8
HUVEC tox TNFa,-10,-16,-11,-27,-10,-10
IL1B cytotox,-94,-4,-160,8,6,-13
Smad3 FoxH1 inh,7,0,1,-5,13,nt
PTK2B oligo ant,0.01,0.32,-0.55,nt,0.8,-0.23
Lung fibro prol,96,nt,97,104,93,nt
H69AR inhibit,100,94,91,88,83,nt
cytoskel mod,-5,nt,10,-2,-4,10

[37] Cc1cc(S(=O)(=O)N2CCOCC2)ccc1F
[38] CC(C)COC(=O)N1CCCC1C(=O)O (stereo not drawn)
[39] FC(F)(F)c1nc(N2CCCC2)ncc1-c1nnnn1-c1ccc(Cl)cc1
[40] O=C(O)C1CC=C(Cl)CC1C(=O)NCC1OCCc2ccccc21 (stereo not drawn)
[41] COCCn1c(Sc2ccccc2)nc2c1c(=O)[nH]c(=O)n2C
[42] CCOC(=O)c1oc2ccccc2c1CN1CCN(C(=O)c2ccccc2)CC1

Compound,37,38,39,40,41,42
HUVEC prolif 384,95,86,nt,92,82,94
VCAM1 TNFa inh,-22,8,33,14,14,nt
HUVEC tox TNFa,-11,-22,-12,-53,33,nt
IL1B cytotox,5,-11,6,2,9,nt
Smad3 FoxH1 inh,2,8,nt,10[fluorescence artefact?],7,4[fluorescence artefact?]
PTK2B oligo ant,0.15,0.77,-1.6,-0.98,1.2,nt
Lung fibro prol,105,92,nt,104,102,90
H69AR inhibit,106,98,nt,92,95,62
cytoskel mod,-4,-4,-6,29,21,nt

Entries of single compounds, quoted from the list. Screens in order: HUVEC prolif 384	VCAM1 TNFa inh	HUVEC tox TNFa	IL1B cytotox	Smad3 FoxH1 inh	PTK2B oligo ant	Lung fibro prol	H69AR inhibit	cytoskel mod
Listed for O=C1C=C(N2CCN(C3=CC(=O)CCC3)CC2)CCC1 = 99	nt	nt	nt	12	0.41	107	100	nt
Listed for O=C(O)Cc1sc(-c2ccccc2)nc1-c1ccccc1 = nt	-9	-1	-15	nt	-0.03	nt	nt	-1
Listed for Cc1ccc(C(=O)c2coc3ccc(OCC(=O)O)cc23)cc1 = 107	15	-1	-11	1	0.65	100	84	-12

Next section.
[43] CC(=O)c1c(C)[nH]c(C(=O)CSc2nnc(CN3CCCCCC3=O)n2-c2ccccn2)c1C
[44] Cc1nn(C)c(C(=O)NNC(=S)NCc2ccco2)c1Cl
[45] CC1(C)Cc2ccccc2C(=O)N1
[46] CN(CCCCCC(=O)/C=N/O)Cc1ccccc1
[47] COc1ccc(/C=C2\SC(c3ccc(C)cc3)=NC2=O)cc1OC
[48] Cc1ccc2[nH]c(=O)c(CN(CCO)C(=O)N(C)C)cc2c1

Compound,43,44,45,46,47,48
HUVEC prolif 384,91,100,96,95,nt,103
VCAM1 TNFa inh,-9,1,-6,nt,14,8
HUVEC tox TNFa,-30,-35,-24,nt,-7,-18
IL1B cytotox,24,4,-28,nt,-18,-22
Smad3 FoxH1 inh,0,-4,17[fluorescence artefact?],-9,nt,-8
PTK2B oligo ant,1.5,0.25,-0.01,nt,-0.96,-0.39
Lung fibro prol,96,99,101,102,nt,98
H69AR inhibit,89,79,106,92,nt,95
cytoskel mod,14,53,6,nt,-1,-6

[49] CC(NC(=O)Cn1nc(C(=O)O)c2ccccc2c1=O)c1ccccc1 (stereo not drawn)
[50] O=S(=O)(c1ccccc1Cl)N1CCCC1c1nc(-c2ccccc2Cl)no1 (stereo not drawn)
[51] COCCSc1nnc(NC(=O)COC)s1
[52] c1ccc(CSc2nnc(-c3ccco3)n2Cc2ccco2)cc1
[53] Nc1c2c(nc3ccc(Br)cc13)N(c1ccccc1)CC2
[54] CCOC(=O)COc1ccc(/C=C2/SC(=Nc3ccccc3)N(Cc3cccnc3)C2=O)cc1OC
[55] Cc1cc(C)cc(NC(=S)N2CCC(c3nc4ccccc4s3)CC2)c1

Compound,49,50,51,52,53,54,55
HUVEC prolif 384,101,nt,99,98,78,nt,nt
VCAM1 TNFa inh,-10,-16,1,-1,18,-10,6
HUVEC tox TNFa,-4,24,-19,-9,-1,-8,-9
IL1B cytotox,0,9,13,14,nt,2,-28
Smad3 FoxH1 inh,0,nt,10,-9,-5,nt,nt
PTK2B oligo ant,2.8,-0.31,-0.03,-0.02,-0.18,0.56,-0.49
Lung fibro prol,106,nt,93,90,94,nt,nt
H69AR inhibit,63,nt,89,95,32*,nt,nt
cytoskel mod,-18,-39,2,-28,-6,8,-2

Part of the list above, set out differently.
Results follow in this order: HUVEC prolif 384	VCAM1 TNFa inh	HUVEC tox TNFa	IL1B cytotox	Smad3 FoxH1 inh	PTK2B oligo ant	Lung fibro prol	H69AR inhibit	cytoskel mod
55. Cc1cc(C)cc(NC(=S)N2CCC(c3nc4ccccc4s3)CC2)c1
→ nt	6	-9	-28	nt	-0.49	nt	nt	-2
54. CCOC(=O)COc1ccc(/C=C2/SC(=Nc3ccccc3)N(Cc3cccnc3)C2=O)cc1OC
→ nt	-10	-8	2	nt	0.56	nt	nt	8
51. COCCSc1nnc(NC(=O)COC)s1
→ 99	1	-19	13	10	-0.03	93	89	2
